Compound activity (PubChem BioAssay)
Menin MLL FP TR: inhibitors of human menin-MLL interaction, mutant MLL peptide. 0.23% of 270,000 active. Menin + Texas Red MLL mutant peptide, fluorescence polarization. AID 1768. Potency, µM (doses to about 61.6 µM), inactives show at the top dose FP activity change, negative = inhibition, actives largely listed as inhibitors; active means well fitted inhibition curve with a large enough effect in the polarisation, with a control signal flat, not every such curve was filed as active; inconclusive means small, poorly fitted or top-dose-only effect, or effect the other way, or a change in a side signal; inactive means no such curve, though single readings can be large or run the other way; the % refers to the polarisation; further: potency means the concentration at half of the fitted maximal effect; % of control where 0% means no effect; many of its hits are not listed in these tables
KCNH2 3.1 block: inhibitors of human KCNH2 3.1 potassium channel isoform. U2OS KCNH2 3.1, thallium flux FluxOr; active compounds read low. activity change, % (tested at about 1.8 µM). 0.95% of 340,000 active. AID 720553;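 active means maximum activity change below -70%; inconclusive means maximum activity change from -70% to -50%; inactive means maximum activity change above -50%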;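 further: thallium influx rate constant from kinetic fluorescence after stimulation buffer; on the % scale 0 is the no-effect control and ±100 the full control effect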
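Steps: virus added to U2OS suspension (4 h, RT, dark); medium with 10% FBS added, cells plated, 37 C overnight; FluxOr/Red40 loading buffer 45 min RT; stimulation buffer, 2 min kinetic read; rate constant normalized.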
Rab9 promoter act: Rab9 promoter activation. Huh7 Rab9 promoter-luciferase reporter, luminescence, 24 h. Potency, µM (series often up to 9.22 µM), for the others: top-dose activation, negative = inhibition, hits mostly activators. 2.8% of 320,000 active. AID 485297; further: potency means the concentration at half of the fitted maximal effect; % of control where 0% means no effect; nearly all actives have a fitted effect of over 60% in size
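Rab9 promoter-driven luciferase in stably transfected Huh7 cells; 1500 cells/well rested 2 h, exposed to compound in DMSO for 24 h at 37 °C, 5% CO2. Luminescence read 10 min after adding luciferase reagent at ambient temperature.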
Mito fusion yeast: inhibitors of mitochondrial division or activators of mitochondrial fusion; S. cerevisiae fusion-defective mutant growth rescue, CellTiterGlo 48 h; Potency, µM (series often up to 46.1 µM), without a hit: at the highest dose growth rescue (activation), usual class: activators; 0.23% of 320,000 active; AID 485298;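 further: potency means the concentration at half of the fitted maximal effect; % of control where 0% means no effect; nearly all actives have a fitted effect of over 45% in size; temperature-sensitive fusion mutants such as fzo1-1 at 37 °C on non-fermentable ethanol glycerol medium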
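Compounds are tested for their ability to restore growth of mitochondrial fusion-defective yeast strains at non-permissive 37C in YPEG medium over 48 hours. Viability is quantified by luciferase luminescence.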
RORgamma inh: inhibitors of mouse ROR gamma transcriptional activity; P51450; Drosophila S2 Gal4-RORgamma UAS-luciferase reporter, 20 h; Potency, µM (doses to about 53.6 µM), without a hit: at the highest dose activity change, negative = inhibition, actives largely listed as inhibitors; 5.4% of 310,000 active; AID 2551; further: potency means the concentration at half of the fitted maximal effect; on the % scale 0 is the no-effect control and ±100 the full control effect; nearly all actives have a fitted effect of over 60% in size
Target sequence (P51450 whole entry, looked up, the tested form may be a part): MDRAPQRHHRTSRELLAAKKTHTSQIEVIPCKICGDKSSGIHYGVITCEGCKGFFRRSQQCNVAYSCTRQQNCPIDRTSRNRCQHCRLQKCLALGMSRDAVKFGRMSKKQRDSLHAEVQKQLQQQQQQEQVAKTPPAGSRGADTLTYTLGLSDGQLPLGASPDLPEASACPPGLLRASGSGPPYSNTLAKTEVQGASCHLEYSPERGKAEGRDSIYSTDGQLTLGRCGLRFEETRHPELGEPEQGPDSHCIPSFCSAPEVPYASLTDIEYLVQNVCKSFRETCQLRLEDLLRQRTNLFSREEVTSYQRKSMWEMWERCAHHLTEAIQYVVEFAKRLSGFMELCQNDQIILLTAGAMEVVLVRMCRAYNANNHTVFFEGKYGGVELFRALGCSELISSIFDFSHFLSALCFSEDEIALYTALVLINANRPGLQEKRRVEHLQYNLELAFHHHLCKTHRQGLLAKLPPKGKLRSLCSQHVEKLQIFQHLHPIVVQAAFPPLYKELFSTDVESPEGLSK
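A Gal4/UAS one-hybrid system in insect cells: metallothionein-promoter Gal4–ROR gamma fusion plus Photinus luciferase reporter. Copper sulfate 700 uM final, 20 hr ambient incubation, luminescent detection after 10 min with reagent.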
FLuc counter: inhibits or activates purified firefly luciferase, miR-21 counter-screen | Potency, µM (series often up to 57.5 µM), for the others: top-dose activity change, negative = inhibition, usual class: inhibitors | 6.9% of 360,000 active | purified FLuc, Km substrates, luminescence inhibition | P08659;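 further: potency means the concentration at half of the fitted maximal effect; plate controls were vehicle for no effect and reference inhibitor for full effect; nearly all actives have a fitted effect of over 55% in size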
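Purified P. pyralis luciferase, 10 nM final, with Km-level 10 uM D-luciferin and 10 uM ATP in 50 mM Tris acetate pH 7.5, 10 mM Mg acetate, 0.01% Tween-20, 0.05% BSA; 6-point qHTS titration about 60 µM downward; luminescence read.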
PKM2 act: activators of human pyruvate kinase M2. purified PKM2, Kinase-Glo ATP luminescence, activation; response scale: 0% is enzyme alone, no compound. Potency, µM (series often up to 57.5 µM), inactives show at the highest dose activation, actives largely listed as activators. 0.34% of 260,000 active. AID 1631; further: potency means the concentration at half of the fitted maximal effect; on the % scale 0 is the no-effect control and ±100 the full control effect; nearly all actives have a fitted effect of over 55% in size
Target sequence (P14618 whole entry, looked up): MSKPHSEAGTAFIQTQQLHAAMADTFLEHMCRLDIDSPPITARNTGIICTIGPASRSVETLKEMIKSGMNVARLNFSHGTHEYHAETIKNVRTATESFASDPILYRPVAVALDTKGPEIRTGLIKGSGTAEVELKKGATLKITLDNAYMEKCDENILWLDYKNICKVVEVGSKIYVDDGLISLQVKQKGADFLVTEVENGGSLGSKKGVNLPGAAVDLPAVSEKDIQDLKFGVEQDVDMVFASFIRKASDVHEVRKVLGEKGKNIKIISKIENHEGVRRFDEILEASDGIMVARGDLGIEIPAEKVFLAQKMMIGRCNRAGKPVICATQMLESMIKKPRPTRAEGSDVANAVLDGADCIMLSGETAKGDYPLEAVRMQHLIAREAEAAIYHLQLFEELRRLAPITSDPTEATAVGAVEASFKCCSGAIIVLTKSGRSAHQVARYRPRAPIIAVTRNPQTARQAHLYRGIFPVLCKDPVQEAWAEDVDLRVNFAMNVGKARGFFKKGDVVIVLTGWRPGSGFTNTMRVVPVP
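Purified hPK-M2 (>95%) run at intermediate activity with 0.1 mM ADP and 0.5 mM PEP in 50 mM imidazole pH 7.2, KCl, MgCl2; 1 h room temperature. ATP formed read by Kinase-Glo luminescence; normalized to uninhibited and no-enzyme controls.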
MBNL1-CUG inh: inhibitors of human MBNL1 binding to CUG repeat RNA; Potency, µM (doses to about 57.5 µM), for the others: at the highest dose activity change, negative = inhibition, actives largely listed as inhibitors; Q9NR56; TR-FRET MBNL1-His/biotin-(CUG)12 binding, 665/545 ratio; 0.036% of 280,000 active; active means well fitted inhibition curve with a large enough effect in the signal ratio, with a control signal flat, not every such curve was filed as active; inconclusive means small, poorly fitted or top-dose-only effect, or effect the other way, or a change in a side signal; inactive means no such curve, though single readings can be large or run the other way; the % refers to the signal ratio; further: potency means the concentration at half of the fitted maximal effect; on the % scale 0 is the no-effect control and ±100 the full control effect
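Compounds (final 92 nM to 58 uM) are added to His-tagged MBNL1 and biotin-(CUG)12, then terbium anti-His antibody and streptavidin-XL665 (5 nM final). After 60 min at room temperature, the 665/545 nm ratio is read.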
NPC1 prom act: activates the NPC1 promoter. Huh7 NPC1 promoter luciferase reporter, 24 h. Potency, µM (highest dose often 9.22 µM), for the others: at the highest dose activation, actives largely listed as activators. 2.4% of 320,000 active. AID 485313;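 further: potency means the concentration at half of the fitted maximal effect; % of control where 0% means no effect; nearly all actives have a fitted effect of over 60% in size; reporter is driven by a mutant NPC1 promoter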
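In 1536-well qHTS, Huh7 cells harboring an NPC1 promoter–luciferase construct received compound for 24 h; activation was quantified by luminescence following luciferase reagent addition.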
Gal4-VP16 FLuc: inhibits Gal4-VP16 luciferase reporter, ROR gamma counter-screen | Drosophila S2 Gal4-VP16 UAS-luciferase, luminescence, 20 h | Potency, µM (top dose mostly 53.6 µM), for the others: at the highest dose activity, negative = inhibition, usual class: inhibitors | 3.5% of 310,000 active | AID 2546;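 further: Gal4-VP16 expression switched on by copper sulfate through the metallothionein promoter; potency means the concentration at half of the fitted maximal effect; on the % scale 0 is the no-effect control and ±100 the full control effect; nearly all actives have a fitted effect of over 50% in size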
ELG1 repair inh: blocks ELG1-dependent DNA repair in HEK293T cells | HEK293T ELG1-luciferase reporter, luminescence, 16 h; DNA damage induced by 5-fluorouridine | Potency, µM (top dose mostly 46.1 µM), for inactives: at the highest dose activity change, negative = inhibition, actives largely listed as inhibitors | 2.3% of 330,000 active; further: potency means the concentration at half of the fitted maximal effect; on the % scale 0 is the no-effect control and ±100 the full control effect; nearly all actives have a fitted effect of over 55% in size
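HEK293T cells expressing luciferase-tagged ELG1 (2,000/well) received 5-Fluorouridine plus compound or DMSO for 16 hr at 37 °C. Luciferase was read by ONE-Glo luminescence after 30 min at room temperature.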
* = called active by the depositor; ? = inconclusive; · = no result given; [ ] = dose if it differs, or a comment. Unless noted, the call rests on the fitted dose curve; in most records, active means well fitted curve in the direction sought with a large enough effect; inconclusive means small, poorly fitted or top-dose-only effect, or another doubt; inactive means no such curve, though single readings can be large; an effect the other way counts as inactive or inconclusive. Only part of the results is shown, so the mix of outcomes need not match the whole.

SMILES	Menin MLL FP TR	KCNH2 3.1 block	Rab9 promoter act	Mito fusion yeast	RORgamma inh	FLuc counter	PKM2 act	MBNL1-CUG inh	NPC1 prom act	Gal4-VP16 FLuc	ELG1 repair inh
O=C(OCC(=O)c1c[nH]c2ccccc12)c1cc(Br)ccc1O	?	1.8	3.7%	-12.2%	14.9%	-15.3%	-0.9%	134.6%[activator]	15.8%	5.2%[10 µM]	?
Cc1ccc(C(=O)/C=C\C(=O)c2ccc(C)cc2)cc1	14.9%	-6.7	-0.5%	-18.6%	-93.5%	?	?	-7.3%	-8.2%	10µM*	?
CSc1ncc(C(=O)Nc2ccc(Br)cn2)c(C)n1	-12.9%	-3.7	12.0%	3.3%	-0.3%	?	·	12.6%	6.8%	?	-6.3%
O=S(=O)(c1ccc(NC(=S)N/N=C/c2ccc(Oc3ccccc3)cc2)cc1)N1CCOCC1	?	2.2	-0.1%	-4.0%	0.501µM*	0.9%	-4.4%	5.7%	-2.9%	-6.0%	12.2%
OCC[C@@H]1C[C@@H](O)[C@H](O)[C@@]2(OCCc3ccccc32)O1	-16.7%	9.8	-0.8%	-0.8%	2.1%	6.5%	-10.5%	-2.1%	-2.1%	-8.9%	10.7%
CCn1nc(-c2ccccc2)c2nc3ccccc3nc21	14.7%	-21.7	4.0%	4.7%	-15.7%	-0.4%	-7.4%	2.4%	-4.0%	-2.1%	-12.9%
COc1ccccc1OCC(=O)NNC(=O)c1ccoc1C	-10.7%	0.9	8.9%	-0.1%	-16.3%	-5.9%	-12.0%	-12.4%	-3.0%	-8.9%	3.1%
COc1ccc(S(=O)(=O)NNc2nc(C)cc(C)n2)cc1Br	·	21.6	2.1%	-2.9%	·	?	·	·	-0.5%	·	4.4%
O=C(/C=C/c1cccs1)NC(=S)Nc1ccc(C(=O)O)cc1	·	-1.2	?	-2.6%	13.7%	?	-1.0%	·	-0.4%	-1.2%	26.1%
CS(=O)(=O)Nc1ccc(C(=O)NCCc2ccccc2)cc1	2.1%	-13.2	2µM*	-0.3%	7.8%[0.365 µM]	?	-0.7%	1.0%	?	·	?
CCN(CC)c1ccc(CN2CCCCCC2)cc1	?	-14.2	-12.8%	17.8%	18.5%	-4.1%	-10.9%	10.9%	4.4%	-6.0%	12.5%
O=C(NCCS(=O)(=O)c1ccc(Br)cc1)c1ccc(Cl)cc1Cl	-13.4%	0.8	3.2%	-4.5%	-24.6%	2.1%	1.5%	-6.8%	-2.4%	2.9%	16.8%
C/C(=N\NC(=O)Cc1ccccc1)c1ccc(Cl)s1	·	-1.8	13.5%	2.7%	2.3%	-0.2%	-7.9%	-0.2%	14.4%	2.2%	26.1%
O=S(=O)(Nc1ccc2ccccc2n1)c1ccccc1Cl	·	-5.4	0.7%	-2.9%	43.9%	7.9%	?	-9.1%	-0.7%	-0.4%	1.7%
COc1ccccc1/C=C(/CC(=O)NCc1ccc(F)cc1)c1nc2ccccc2s1	6.4%	-5.8	-1.7%	22.4%	2.1%	-11.1%	-8.1%	?	0.7%	5.1%	?
Cc1ccc(OCC(=O)N/N=C2/SCC(=O)N2Cc2ccco2)cc1	-1.2%	-21.1	10.2%	23.4%	-6.4%	-9.1%	-15.6%	-9.6%	-2.8%	-15.5%	-3.5%
CCOC(=O)c1c(-n2cnnn2)sc2c1CCCC2	·	-3.8	-3.8%	1.9%	-14.3%	7.0%	3.4%	·	-2.2%	-25.6%	-10.0%
O=C(Nc1ccc2c(c1)OCO2)c1cnn2cccnc12	25.5%	3.8	1.58µM*	-5.5%	-29.9%	9.53µM*	-16.4%	10.0%	2.24µM*	?	?
Cc1ccc(S(=O)(=O)N(C(=O)c2ccncc2)c2ccc(OC(=O)c3ccncc3)c3ccccc23)cc1	3.6%	-14.3	9.0%	1.9%	12.6µM*	?	?	4.4%	4.6%	?	18.4µM*
Nc1cc2sc(-c3ccc(C(=O)O)cc3)nc2cc1Cl	40.3%[activator]	2.4	0.562µM*	-6.1%	10µM*	0.675µM*	-39.6%	?	0.794µM*	11.2µM*	?
Cc1ccc2cc(NC(=O)c3ccc(C(C)(C)C)cc3)ccc2n1	?	6.9	1.7%	13.1%	-0.9%	9.53µM*	·	-1.5%	-2.2%	6.6%	?
Cc1ccc(C(=O)NN2C(=O)CSC2=S)cc1	20.3%	-1.7	1.5%	6.0%	-25.5%	?	-0.6%	·	1.8%	-3.1%	0.3%
CC(NC(=O)C(=O)NN=C1CCCC1)c1ccccc1 (stereo unspecified)	-0.3%	-4.1	-4.4%	3.5%	-3.7%	-1.9%	5.9%	4.8%	-2.1%	1.3%	19.0%
O=C1CSC(=S)N1/N=C/c1cc(Br)ccc1O	58.4%[activator]	·	-5.2%	2.4%	11.2µM*	?	-53.8%	19.6%	-7.6%	?	-1.8%
COCC(=O)Nc1ccccc1Br	-8.4%	-16.3	1.6%	-7.8%	-22.7%	-12.4%	-3.1%	·	0.9%	-2.7%	-1.8%
O=C(NCC(c1ccco1)N1CCCC1)c1cccc(S(=O)(=O)Nc2ccc(Br)cc2)c1 (stereo unspecified)	-1.4%	1.0	8.5%	2.1%	-16.7%	3.3%	-3.0%	2.2%	-0.2%	1.9%	?
Cn1nnc(NC(=O)c2ccc3ccccc3c2)n1	-3.6%	-8.9	27.5%	-5.2%	10.9%	15.1µM*	-1.8%	?	12.2%	3.4%	?
CCc1ccc(NC(=O)C2CCCN2S(=O)(=O)c2ccc3c(c2)C(C)(C)C(=O)N3C)cc1 (stereo unspecified)	-7.1%	-8.4	5.7%	2.5%	-0.2%	-3.3%	9.5%	2.4%	4.5%	-4.9%	?
O=C(NCCCc1ccncc1)C1CCC(=O)N(Cc2ccc(Cl)cc2)C1 (stereo unspecified)	-1.2%	-25.9	0.4%	1.6%	-15.6%	1.1%	1.9%	8.9%	-0.3%	-0.7%	-2.0%
O=C(c1cccs1)N1CCN=C1SCc1cccc(F)c1	·	2.9	-2.5%	1.7%	1.5%	1.6%	16.2%	-1.6%	-0.1%	-9.5%	-4.0%
CC(C)(C)NC(=O)C1CCN(C(=O)c2ccc(-c3ccccc3)cc2)CC1	-12.8%	-5.9	2.2%	-0.2%	18.4%	0.4%[2.3 µM]	-9.5%	-1.7%	6.9%	-0.2%	-18.2%
COc1ccc(-c2nc3ccccn3c2NC2CCCCC2)cc1SC1CCCCC1	·	-15.5	0.4%	12.8%	·	-2.8%	·	·	-7.7%	·	?
Cc1ccsc1CN(C)C(=O)CN1C(=O)NC2(CCCc3ccccc32)C1=O (stereo unspecified)	·	9.0	1.5%	-1.4%	·	-1.5%	·	·	-3.1%	·	4.5%
O=C(NN1C(=O)c2ccccc2NC1c1ccccn1)c1ccccc1 (stereo unspecified)	-0.2%	1.2	2.3%	-8.1%	?	8.4%	1.2%	1.0%	12.8%	-19.7%	12.0%
CC(Sc1nnc(C(F)(F)F)n1C)C(=O)NC(N)=O (stereo unspecified)	-9.4%	-4.7	-3.2%	0.1%	0.1%	-0.6%	0.8%	5.3%	-2.1%	-10.5%	8.7%
CCOc1ccccc1NC(=O)CN1C(=O)COc2ccc(Cl)cc21	1.0%	-4.0	2.3%	1.5%	-25.0%	9.7%	-3.4%	-5.5%	-3.4%	1.5%	-10.0%
COc1cccc(C2CC(C(F)(F)F)n3ncc(C(=O)NC(C)(C)C)c3N2)c1 (stereo unspecified)	-5.9%	-1.3	1.7%	3.2%	-0.4%	-1.6%	-1.7%	10.1%	-5.1%	-12.3%	-16.6%
CCN(CC)S(=O)(=O)c1ccc(N/N=C/c2cc(OC)c(OC)cc2OC)nc1	?	-0.6	-0.7%	-3.8%	3.7%	8.1%	-1.7%	-16.9%	-0.6%	-7.2%	2.5%
COc1ccc(S(=O)(=O)Nc2cccc(SC)c2)cc1OC	34.0%[activator]	-2.6	-6.5%	5.1%	?	2.9%	14.6%	?	-1.5%	?	?
CC(C)(CN1CCNCC1)NS(=O)(=O)c1ccc(Cl)cc1	·	?	-6.1%	-10.9%	·	0.0%	·	·	-6.5%	·	10.7%
Cc1cc(SCC(=O)c2cccs2)nc2c(C)cccc12	-9.8%	-13.7	2.2%	0.9%	-10.9%	?	2.3%	-4.9%	-1.3%	-28.3%	15.8%
O=C(NC1CC1)C1=C[C@H](c2ccc3c(c2)OCO3)C[C@H](OCc2ccc(CO)cc2)O1	-6.2%	12.0	3.7%	4.3%	21.6%	-7.0%	3.4%	10.0%	-2.6%	2.2%	-10.4%
